# Screening results deposited in PubChem by several laboratories.
# Calpain2 inh = calpain II (pig) inhibition. purified calpain II, fluorogenic peptide substrate, 30 min. inhibition, % at 16 µM. 0.37% of 220,000 active. AID 1236;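 active = inhibition above about 50%, limit read from the data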
# TNF death inh = blocks TNF-alpha induced death of Jurkat FADD-/- cells | 0.068% of 220,000 active | activation (protection from cell death), % at 10 µM | Jurkat FADD-/- TNF necroptosis rescue, ATP luminescence, 24 h; 0 = TNF only, 100 = no-TNF cells;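 active = activation, meaning protection from cell death, of at least 50% relative to plate controls; inactive = activation below 50%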;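 note: necroptosis triggered by 40 ng/mL TNF-alpha added together with compound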
# eIF4E-4G inh = inhibitors of eIF4E and eIF4G interaction in translation initiation; AID 782; inhibition, % at 21.7 µM; TR-FRET eIF4E-eIF4GI(517-606) binding, 2 h; P63073+Q04637; 0.37% of 220,000 active;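 active = inhibition above about 30%, limit read from the data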;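 note: 0% = full FRET control wells and 100% = background wells lacking eIF4GI fragment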
# Mdm2 ligase inh = Mdm2 E3 ligase (human) inhibition. signal enhancement, % at 5 µM. 0.11% of 210,000 active. AID 1230. Q00987. cell-based MDM2 ubiquitination luciferase reporter, 2 h; 0 = plate control, 100 = twice control, blank-subtracted;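 active = signal enhancement of 30% or more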;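 note: luminescence tracks abundance of the self-degrading MDM2-luciferase fusion protein; higher signal means inhibition of MDM2 E3 ligase activity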
#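 Timing – 2 h compound exposure at 37 °C · Assay system – mammalian cells stably expressing self-ubiquitinating, self-degrading MDM2 E3–luciferase fusion · Amount – 2000 cells seeded into each well · Measure – % luminescence enhancement versus blank-corrected plate control mean · Measured by – SteadyLite luminescence, 15 min reagent step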
# PERK inhibitor = human PERK inhibition, primary cell-based screen | Q9NZJ5 | CHO PERK-DD fusion, SEAP luminescence translation reporter | inhibition, % at 5.6 µM | 0.17% of 220,000 active;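 active = inhibition above the mean inhibition of all tested compounds plus 3 SD, set separately per screening campaign, cut at about 2.9% in these data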;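 note: PERK kinase domain activated by AP20187 dimerizer at 100 nM; 0% = DMSO with dimerizer and 100% = rapamycin at 8.4 µM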
# KCC2 mod = KCC2 (human) Cl- transport modulation | Q9H2X9 | KCC2 cells, thallium flux FluoZin-2 fluorescence | B-score of Tl+ flux slope (higher = more flux/activation; lower = inhibition) at 10 µM | 2.2% of 190,000 active;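 active = thallium flux slope and its plate-corrected score both differing from the plate sample mean at a set confidence after two filtering rounds, in either direction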;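 note: slope of fluorescence scaled to starting intensity during 10 to 20 s after thallium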
# Rad51 HR inh = Rad51 (human) homologous recombination inhibition; inhibition, % at 10 µM; Q06609; 0.085% of 200,000 active; hRad51 DNA strand exchange, fluorescence dequenching; AID 1385;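 active = inhibition above 40% at the single screening dose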;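 note: 0% = DMSO control wells and 100% = blanks with heterologous ssDNA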
#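 Test system: preformed human Rad51 ssDNA filaments. Compound dosing: single dose, 10 µM final compound. Incubation: filaments 15 min 37 °C, then compound 30 min. Technique: FRET fluorescence dequenching, excitation 485 nm, emission 520 nm. Read-out basis: percent inhibition from fluorescence, normalised to plate control and blank means. Benchmarks: plate controls and plate blanks.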
# zVAD death inh = L929 zVAD cell death inhibition. L929 zVAD necroptosis rescue, ATP luminescence, 24 h; with zVAD 60 µM. viability rescue, % at 10 µM. 0.38% of 220,000 active. AID 1377;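 active = activation, scaled between plate controls, above about 75%, limit read from the data; inactive = activation under that limit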;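 note: 0% = zVAD with DMSO and 100% = DMSO alone without zVAD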
# EBV gp42 block = EBV gp42 inhibition; Fluorescence polarization binding assay, mP read-out; inhibition, % (tested at 21.74 µM); 0.42% of 220,000 active; AID 1085; in the data active = inhibition above about 50%
# * marks the source's active call; other numbers are inactive results; x = no result given; [ ] = another dose, or the depositor's remark.
SMILES,Calpain2 inh,TNF death inh,eIF4E-4G inh,Mdm2 ligase inh,PERK inhibitor,KCC2 mod,Rad51 HR inh,zVAD death inh,EBV gp42 block
O=[N+]([O-])c1cc(C(F)(F)F)ccc1NN=C1CCCC1,2,1.6,-1,4,1.0,-0.38,3,0.3,-16
COc1cccc(CNCCO)c1OCc1ccccc1Cl,-19,1.9,0,-3,0.3,0.88,-1,-0.5,-22
CCOC(=O)c1c(-c2ccc(C)cc2C)csc1NC(=O)CSc1nnnn1C,6,-11,4,1,-0.8,-0.5,-4,-1.0,-19
CC(C)N1C(=S)SC(C)(C)C1NO (stereo unspecified),-12,-4.6,-3,-16,1.4,-0.41,17,-0.3,-17
COC(=O)c1cccc(NC(=O)Cn2nnc3ccccc32)c1,-4,1.0,4,-4,0.3,x,-5,2.4,1
Cc1[nH]n(-c2ccccc2)c(=O)c1N=Nc1ccccc1O,-16,-11,-6,-9,1.1,0.67,-10,14,4
CCO[C@H]1OC(C(=O)N2CCOCC2)=C[C@@H](c2ccccc2)[C@@H]1CCCO,18,-0.1,-2,x,0.2,0.45,4,-0.1,-9
Cc1cc(C)nc(SCc2cc(=O)c(OC(=O)c3cc([N+](=O)[O-])ccc3Cl)co2)n1,-14,-2.3,3,-11,1.0,-0.88,-3,-0.5,6
O=C(CC1C(=O)NCCN1C/C=C/c1ccccc1)NCCc1cccnc1 (stereo unspecified),-34,-0.3,0,6,1.1,-0.19,-167,0.2,3
O=C(c1ccc2c(c1)OCO2)C1CCCN(C(=O)NCc2ccccc2)C1 (stereo unspecified),-21,1.7,-2,-6,0.8,2.3,-2,0.0,-12
CCN1C(=O)/C(=C/c2nc3ccccc3c(=O)n2-c2ccccc2)c2ccccc21,-20,-14,-4[fluorescence artefact?],9,-0.4,-1.4,-2,0.1,2
CC(C)C(Nc1ccc(C(F)(F)F)cc1[N+](=O)[O-])C(=O)O (stereo unspecified),-9,0.0,3,5,1.0,0.29,3,2.1,-7
COc1cccc(CNn2c(-c3cccc(C)c3)nc3ccccc3c2=O)c1,25,-1.1,-8,x,-2.1,x,-3,-0.5,-10
O=S(=O)(Cc1ccc(Cl)cc1)c1ccccc1-c1nnc(-c2ccc(Cl)cc2)o1,-33,-2.7,-1,-22,1.0,x,x,0.4,-5
Cc1ccc(Nc2nc(N)c([N+](=O)[O-])c(NCCO)n2)cc1C,12,-16,-11,-9,0.3,0.062,21,0.0,10
CCOC(=O)C1=C(Nc2ccccc2)CC(C)(O)C(C(=O)OCC)C1c1ccc(Br)cc1 (stereo unspecified),26,2.8,5,-7,0.7,-0.036,-7,0.2,-21
CC(=O)c1ccc(N2CCN(C(=O)C3CCCN(S(=O)(=O)c4cnc[nH]4)C3)CC2)cc1 (stereo unspecified),4,-2.2,-1,-32,0.9,0.63,10,-0.4,1
CC1(C)C2CCC1(CS(=O)(=O)Nc1ccc(S(=O)(=O)NC3CCCCC3)cc1)C(=O)C2 (stereo unspecified),-11,5.0,1[fluorescence artefact?],-16,-0.1,0.31,-8,0.8,-11
O=C(O)C1CSC(c2ccco2)N1 (stereo unspecified),0,-0.3,23,-14,0.4,0.8,-9,-0.7,1
COc1ccc(/C=C/C(O)=C2/C(=O)N(C)C3(C)CC2c2ccccc2O3)cc1 (stereo unspecified),-73,0.2,4,-12,-0.3,x,-4,-0.3,-8

# Part of the list above, tab-delimited:
SMILES	Calpain2 inh	TNF death inh	eIF4E-4G inh	Mdm2 ligase inh	PERK inhibitor	KCC2 mod	Rad51 HR inh	zVAD death inh	EBV gp42 block
Cc1[nH]n(-c2ccccc2)c(=O)c1N=Nc1ccccc1O	-16	-11	-6	-9	1.1	0.67	-10	14	4
CCO[C@H]1OC(C(=O)N2CCOCC2)=C[C@@H](c2ccccc2)[C@@H]1CCCO	18	-0.1	-2	x	0.2	0.45	4	-0.1	-9
Cc1cc(C)nc(SCc2cc(=O)c(OC(=O)c3cc([N+](=O)[O-])ccc3Cl)co2)n1	-14	-2.3	3	-11	1.0	-0.88	-3	-0.5	6
O=C(CC1C(=O)NCCN1C/C=C/c1ccccc1)NCCc1cccnc1 (stereo unspecified)	-34	-0.3	0	6	1.1	-0.19	-167	0.2	3
O=C(c1ccc2c(c1)OCO2)C1CCCN(C(=O)NCc2ccccc2)C1 (stereo unspecified)	-21	1.7	-2	-6	0.8	2.3	-2	0.0	-12
CCN1C(=O)/C(=C/c2nc3ccccc3c(=O)n2-c2ccccc2)c2ccccc21	-20	-14	-4[fluorescence artefact?]	9	-0.4	-1.4	-2	0.1	2
CC(C)C(Nc1ccc(C(F)(F)F)cc1[N+](=O)[O-])C(=O)O (stereo unspecified)	-9	0.0	3	5	1.0	0.29	3	2.1	-7
COc1cccc(CNn2c(-c3cccc(C)c3)nc3ccccc3c2=O)c1	25	-1.1	-8	x	-2.1	x	-3	-0.5	-10
O=S(=O)(Cc1ccc(Cl)cc1)c1ccccc1-c1nnc(-c2ccc(Cl)cc2)o1	-33	-2.7	-1	-22	1.0	x	x	0.4	-5
Cc1ccc(Nc2nc(N)c([N+](=O)[O-])c(NCCO)n2)cc1C	12	-16	-11	-9	0.3	0.062	21	0.0	10
CCOC(=O)C1=C(Nc2ccccc2)CC(C)(O)C(C(=O)OCC)C1c1ccc(Br)cc1 (stereo unspecified)	26	2.8	5	-7	0.7	-0.036	-7	0.2	-21
CC(=O)c1ccc(N2CCN(C(=O)C3CCCN(S(=O)(=O)c4cnc[nH]4)C3)CC2)cc1 (stereo unspecified)	4	-2.2	-1	-32	0.9	0.63	10	-0.4	1
CC1(C)C2CCC1(CS(=O)(=O)Nc1ccc(S(=O)(=O)NC3CCCCC3)cc1)C(=O)C2 (stereo unspecified)	-11	5.0	1[fluorescence artefact?]	-16	-0.1	0.31	-8	0.8	-11
O=C(O)C1CSC(c2ccco2)N1 (stereo unspecified)	0	-0.3	23	-14	0.4	0.8	-9	-0.7	1
COc1ccc(/C=C/C(O)=C2/C(=O)N(C)C3(C)CC2c2ccccc2O3)cc1 (stereo unspecified)	-73	0.2	4	-12	-0.3	x	-4	-0.3	-8

# Other structures
SMILES,Calpain2 inh,TNF death inh,eIF4E-4G inh,Mdm2 ligase inh,PERK inhibitor,KCC2 mod,Rad51 HR inh,zVAD death inh,EBV gp42 block
Cc1ccc(-n2nc(C)c(NS(=O)(=O)c3ccccc3)c2C)cc1C,-8,2.2,-18,-17,-1.7,x,-6,0.0,-13
COc1ccc(CC(=O)NC(CC(=O)O)c2ccc(OC)cc2)cc1 (stereo unspecified),14,0.3,-3,-4,1.7,x,0,1.8,-8
CCC(C)(C)n1nnnc1C(c1cccnc1)N1CCCc2ccccc21 (stereo unspecified),4,-0.3,-3,-4,-0.9,0.22,2,-0.5,-18
COc1ccc(S(=O)(=O)N2CCN(Cc3c[nH]c4ccccc34)CC2)cc1,-4,-1.1,-7,-6,-0.4,-0.56,9,-0.3,5
O=C(N/C(=C/c1cccs1)C(=O)N1CCOCC1)c1ccccc1,-1,0.6,0,-16,0.6,0.56,10,-0.1,0
O=C1NC(=S)SC1=C1CCCCCC1,-12,0.1,15,-14,1.5,x,-56,4.8,-9
O=C(CN1C(=O)CSc2cc(S(=O)(=O)N3CCCCCC3)ccc21)NCCc1ccccc1,10,-1.6,-2,-1,-0.9,-7.8*,x,x,-3
O=C(C1CCCN(S(=O)(=O)c2cnc[nH]2)C1)N1CC(=O)N(CCc2ccccc2)C(=O)C1 (stereo unspecified),-9,-0.2,2,-33,0.5,0.069,10,0.3,-18
O=c1[nH]c2ccccc2c(O)c1O,-175,-2.5,2,1,1.2,-0.28,10,0.6,-17
Cc1ccccc1CSc1nccn1-c1ccccc1,-2,-0.9,14,-1,1.0,-3,8,0.5,-11
CCOC(=O)N1CCN(c2c(NCCCN(CC)c3cccc(C)c3)c(=O)c2=O)CC1,-33,-0.6,-3,-4,-1.4,-0.36,1,-0.4,-17
Cc1noc(C)c1C(=O)Nc1ccc2c(c1)CCC2,-12,-2.3,2,-22,0.9,-0.61,-5,-1.1,1
O=C(O)CCc1ccc(-c2cccs2)n1NC(=O)c1ccccc1Br,-53,-1.8,1,-15,1.5,1.4,-5,-0.4,9
COc1ccc(C(=O)O/N=C(/c2cccs2)C(C)(C)C)cc1,2,0.4,-1,-4,0.6,-0.16,3,-0.2,-3
CC(C)CN1C(=O)c2ccccc2C1(O)Cc1ccccc1 (stereo unspecified),-8,-0.8,-4,13,-0.7,0.0025,1,0.3,-1
COc1ccccc1NC(=O)Cn1cncc1-c1ccc([N+](=O)[O-])cc1,5,-2.7,1,-26,0.8,-0.5,x,0.6,-17
COC(=O)CSc1ncnc2c(C)csc12,-3,2.8,4,-13,1.9,-1.1,7,-0.8,-9
CSc1nc(-c2ccco2)nn1C(=O)c1ccco1,-29,0.6,-4,-12,0.1,-0.96,-3,0.8,-16
COc1cccc(OCC(=O)Nc2ccccc2NC(C)=O)c1,15,0.5,-5[fluorescence artefact?],-10,0.4,-0.38,x,1.4,-4
CCSC(=S)c1c(C)[nH]n(-c2ccccc2)c1=O,21,1.1,0,6,-0.3,101*,-9,0.9,-1
C=CC(O)Cc1c(C)n[nH]c1C (stereo unspecified),-4,0.4,2,-1,1.1,x,1,1.3,13
O=C(c1cccc(F)c1)N1CCN(c2cccc(C(F)(F)F)c2)CC1,-8,-1.6,2,0,0.7,1,-9,-1.0,-3
CCOC(=O)Cc1nnc(NC(=O)c2ccccc2OC)s1,-4,1.1,2,-5,-1.0,x,x,5.4,-28
COc1ccc(-n2c(CSc3nc(C)cc(C)n3)nnc2SCC(=O)Nc2nccs2)cc1,-24,0.1,-12[fluorescence artefact?],-5,0.3,x,0,0.5,4
Cc1ccc(C(=O)CC(=O)c2cc(Cl)ccc2O)cc1,-26,-3.8,6,-14,-1.2,x,-2,-0.3,-11
C#CCOCCOCCOCCNc1nc(N2CCN(C(=O)Cn3cc(CCO)nn3)CC2)nc(N2CCN(C(=O)[C@H](C(C)C)n3cc(CCO)nn3)CC2)n1,-8,0.5,6,x,1.4,-0.1,-9,0.3,-7
O=C(Nc1ccc(N2CCOCC2)nc1)c1ccc(F)cc1,1,-3.1,8,-18,0.9,0.46,2,-0.1,-12
COC(=O)c1ccccc1NC(=O)NCc1ccccc1,20,0.5,2,-12,1.1,0.057,-12,0.3,-4
CC(=O)Nc1ccc(C2=NN(Cc3nnc(-c4ccccc4)o3)C(=O)SC2)cc1,1,2.2,-1,7,-1.6,-0.71,x,0.2,12
NC(=O)NC(=O)COC(=O)c1cccc(NS(=O)(=O)/C=C/c2ccccc2)c1,10,2.1,34*,-56,-0.7,0.79,-27,-0.1,3
